Assay outcomes from PubChem BioAssay.
Hsp90 Hop PPI: changes Hsp90-Hop TPR2A binding signal, up or down; AlphaScreen TPR2A-His6 binding biotin-Hsp90 C-terminal peptide; Potency, µM (top dose mostly 57 µM), for inactives: at the top dose activity change, negative = inhibition; 71,000 tested, 0.44% active; active = well fitted curve in either direction with a large enough effect; inconclusive = small, poorly fitted or top-dose-only effect, or another doubt; note: potency is the fitted concentration of half-maximal effect; % is set by controls: 0 for no effect and ±100 for the full control effect; many of its hits are not listed in these tables
15-hLO inh: 15-hLO (ALOX15) enzyme inhibition; Potency, µM (titrated, usually from 57.1 µM), for the others: at the top dose activity change, negative = inhibition, actives largely listed as inhibitors; 74,000 tested, 1.4% active; purified 15hLO-1, xylenol orange hydroperoxide absorbance; AID 887; P16050; note: potency is the fitted concentration of half-maximal effect; % is set by controls: 0 for no effect and ±100 for the full control effect; nearly all actives have a fitted effect of over 55% in size
Target sequence (P16050 whole entry, looked up): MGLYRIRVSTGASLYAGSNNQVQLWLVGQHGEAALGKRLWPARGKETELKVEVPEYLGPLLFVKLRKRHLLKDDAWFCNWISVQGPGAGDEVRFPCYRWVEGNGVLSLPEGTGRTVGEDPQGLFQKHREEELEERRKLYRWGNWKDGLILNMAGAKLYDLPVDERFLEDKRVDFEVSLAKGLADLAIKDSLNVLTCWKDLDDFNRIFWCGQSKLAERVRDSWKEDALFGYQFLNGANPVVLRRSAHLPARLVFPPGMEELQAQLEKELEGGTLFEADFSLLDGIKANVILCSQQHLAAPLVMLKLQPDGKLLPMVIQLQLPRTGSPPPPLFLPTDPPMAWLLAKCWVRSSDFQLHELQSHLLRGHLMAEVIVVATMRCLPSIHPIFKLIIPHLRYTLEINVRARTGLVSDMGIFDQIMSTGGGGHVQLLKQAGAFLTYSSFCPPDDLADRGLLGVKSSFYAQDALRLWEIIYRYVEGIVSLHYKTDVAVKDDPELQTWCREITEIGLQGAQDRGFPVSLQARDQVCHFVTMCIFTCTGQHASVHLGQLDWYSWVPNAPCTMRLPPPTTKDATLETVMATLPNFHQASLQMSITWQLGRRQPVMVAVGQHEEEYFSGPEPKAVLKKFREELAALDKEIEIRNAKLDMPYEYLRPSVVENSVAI
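Hydroperoxide formed from arachidonic acid (50 uM) by purified human 15hLO-1 (40 nM) oxidizes ferrous iron, and the ferric-xylenol orange complex is read at 573 versus 405 nm. Compounds were preincubated 15 min; reaction ran 6 min at room temperature.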
HADH2 inhib: inhibitors of human HADH2 dehydrogenase | 73,000 tested, 3.4% active | recombinant HADH2, NADH fluorescence, beta-hydroxybutyryl-CoA | Potency, µM (doses to about 57.1 µM), for the others: top-dose activity change, negative = inhibition, usual class: inhibitors | Q99714; note: potency is the fitted concentration of half-maximal effect; % is set by controls: 0 for no effect and ±100 for the full control effect; nearly all actives have a fitted effect of over 60% in size; many of its hits are not listed in these tables
Target sequence (Q99714 whole entry, looked up, one chain of several): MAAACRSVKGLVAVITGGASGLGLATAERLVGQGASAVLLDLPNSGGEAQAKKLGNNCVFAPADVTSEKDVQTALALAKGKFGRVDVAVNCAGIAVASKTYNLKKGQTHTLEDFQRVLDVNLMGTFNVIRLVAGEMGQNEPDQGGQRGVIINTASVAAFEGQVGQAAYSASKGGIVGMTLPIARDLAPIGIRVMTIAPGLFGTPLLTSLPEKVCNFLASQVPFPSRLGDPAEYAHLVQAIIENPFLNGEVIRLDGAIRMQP
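Activity measured as NADH fluorescence gain (360/450 nm), taken as the change between first and last reads of a 4-min kinetic run. Conditions: pH 9.0 Tris buffer, 20 nM E. coli-expressed His-tagged enzyme, 1 mM NAD+, 90 uM beta-hydroxybutyryl-CoA; 15-min compound preincubation.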
CRE Fsk mod: modulators of forskolin-stimulated CRE signaling in CHO cells. AID 662. Potency, µM (series often up to 38.2 µM), for the others: at the top dose activity change, negative = inhibition, usual class: activators. 71,000 tested, 2.5% active. CHO CRE-bla reporter (cAMP response element driving beta-lactamase), forskolin EC10, beta-lactamase ratio; active = well fitted activation curve with a large enough effect in the signal ratio, with a control signal flat, not every such curve was filed as active; inconclusive = small, poorly fitted or top-dose-only effect, or effect the other way, or a change in a side signal; the % refers to the signal ratio; note: potency is the fitted concentration of half-maximal effect; % of control where 0% means no effect
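AC50 values, positive or negative, reflect shifts in EC10 NKH 477-induced CRE-bla reporter activity in CHO cells. Incubation lasted 3 h at 37 °C before CCF4 substrate (2 h, room temperature) and ratiometric 460/530 nm reading.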
ERK AVP inh: blocks ERK signaling stimulated by vasopressin; Potency, µM (series often up to 57.5 µM), for inactives: at the top dose activity, negative = inhibition, usual class: inhibitors; 72,000 tested, 0.99% active; HEK293-V1b, vasopressin-stimulated pERK AlphaScreen; note: potency is the fitted concentration of half-maximal effect; % is set by controls: 0 for no effect and ±100 for the full control effect; nearly all actives have a fitted effect of over 55% in size
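HEK293 cells stably expressing V1b receptor, preincubated 30 min at 37 °C with compound, then stimulated 5 min with 25 nM vasopressin. Phospho-ERK by AlphaScreen SureFire after 5 h RT; normalized to DMSO and vasopressin; AC50 by Hill fit.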
HBB splicing: hemoglobin beta splicing modulation; HBB splicing reporter cell assay, activation; EGFP reporter with mutant IVS2-654 intron; response scale: normalised to 500 nM splice-correcting PNA; Potency, µM (doses to about 46.1 µM), for inactives: top-dose activation, hits mostly activators; 65,000 tested, 0.06% active; AID 925; note: potency is the fitted concentration of half-maximal effect; 0% is about no effect
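HeLa cells stably expressing EGFP interrupted by mutant beta-globin intron 2 (IVS2-654), 500/well in 2% FCS. Treated with compound for 2 days at 37C. Splicing correction scored as total well GFP intensity (488 nm excitation, 500-520 nm emission); 500 nM antisense PNA served as control.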
Epigenetic mod: derepresses silenced GFP locus in mouse C127i cells. mouse C127i GFP locus derepression, cytometry, 30 h. Potency, µM (titrated, usually from 46.1 µM), inactives show at the highest dose GFP derepression (activation). 68,000 tested, 0.09% active. AID 597; note: % of control where 0% means no effect
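Read-out is the number of GFP-positive cells, scored as fluorescent objects 20 to 120 um wide, reflecting derepression of a silenced CMV-GFP reporter in murine C127i cells after 30 h compound exposure at 37 C.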
UbGFP stabilizer: inhibits proteasome, raising ubiquitin-GFP reporter fluorescence | Ubiquitin-GFP reporter cells, proteasome inhibition, GFP fluorescence; response scale: untreated = 0%, 10 µM MG-132 = 100% | Potency, µM (top dose mostly 45.9 µM), without a hit: top-dose activation (GFP accumulation), actives largely listed as activators | 67,000 tested, under 10 active | AID 526; active = well fitted activation curve with a large enough effect, not every such curve was filed as active; inconclusive = small, poorly fitted or top-dose-only effect, or another doubt; inactive = no such curve, though single readings can be large or run the other way; note: potency is the fitted concentration of half-maximal effect
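U2OS cells expressing ubiquitin(G76V)-GFP, seeded overnight in 0.5% FBS medium, then treated 4 hr at 37 C across 46 uM to 2.9 nM. GFP-positive cells counted by laser cytometry (488 ex/515 em); %activity scaled between basal and 10 uM MG-132.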
DNA Pol III inh: inhibitors of bacterial DNA polymerase III holoenzyme. Potency, µM (doses to about 57.1 µM), for the others: top-dose activity change, negative = inhibition. AID 603. reconstituted DNA polymerase III holoenzyme replication, biochemical. 71,000 tested, 0.25% active; note: potency is the fitted concentration of half-maximal effect; % is set by controls: 0 for no effect and ±100 for the full control effect
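Reconstituted *E. coli* holoenzyme (0.35 nM Pol III, 1 nM beta, 154 nM SSB, 2 nM primase) was preincubated with compound for 15 min at RT. Synthesis on 1.4 nM ssM13Gori ran 35 min, then was stopped with PicoGreen/EDTA and read as dsDNA fluorescence.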
Tau filament bind: tau filament binding; Potency, µM (highest dose often 57.1 µM), for the others: at the highest dose activity change, negative = inhibition; 71,000 tested, 2% active; recombinant tau filaments, thioflavin S fluorescence, 15 h; filaments grown with octadecylsulfate alongside compound; P10636;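 note: potency is the fitted concentration of half-maximal effect; % is set by controls: 0 for no effect and ±100 for the full control effect; actives lower thioflavin S fluorescence by blocking filaments or displacing dye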
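Thioflavine S fluorescence (ex 450, em 510 nm) reports filaments formed from 1 uM human tau plus 30 uM ODS over 15 h at 37 C (10 mM HEPES pH 7.4, 100 mM NaCl, 5 mM DTT); compounds displacing dye or blocking filaments lower signal.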
FLuc inh: blocks Photinus pyralis firefly luciferase activity. P08659. purified firefly luciferase, luminescence, 8 min. Potency, µM (top dose mostly 57.1 µM), without a hit: top-dose activity change, negative = inhibition, actives largely listed as inhibitors. 72,000 tested, 2.2% active; note: potency is the fitted concentration of half-maximal effect; % is set by controls: 0 for no effect and ±100 for the full control effect; nearly all actives have a fitted effect of over 40% in size
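Here, luciferase activity is measured as luminescence following an 8 min room-temperature reaction at 10 uM ATP, pH 7.2. Every library sample is titrated.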
* = called active by the depositor; ? = inconclusive; . = no result given; [ ] = another dose, or the depositor's remark. Unless noted, calls come from the whole dose curve; as a rule, active = well fitted curve in the direction sought with a large enough effect; inconclusive = small, poorly fitted or top-dose-only effect, or another doubt; inactive = no such curve, though single readings can be large; an effect the other way counts as inactive or inconclusive. Only part of the results is shown; count on the stated rates, not on these rows.

Below each SMILES – 15-hLO inh	Tau filament bind	ERK AVP inh	FLuc inh	DNA Pol III inh	UbGFP stabilizer	HADH2 inhib	Epigenetic mod	Hsp90 Hop PPI	HBB splicing	CRE Fsk mod
Cc1c(C(=O)Nc2ccccc2Cl)oc2ccc(S(=O)(=O)N3CCC4(CC3)OCCO4)cc12
    -4%	55%	-24%	2%	-2%	1%	?	3%	1%	1.9%[57.5 µM]	?
Clc1cccc(-c2nnc(SCc3nc4ccccc4[nH]3)n2Cc2ccco2)c1
    10%	-26%	?	0%	-6%	3%	-4%	-3%	-8%	1.1%	?
CCNc1nc(NCC)n2c(SCc3nc4ccccc4c(=O)[nH]3)nnc2n1
    0%	6%	-25%	0%	-10%	1%	20%	-1%	-1%	-0.6%	0.25µM*
COc1ccc(C(=O)N2CCC3(CCCN(Cc4ccccc4)C3)CC2)cc1
    1%	2%	-3%	1%[11.4 µM]	-3%	-8%	10%	2%[9.22 µM]	-6%	4.4%	-2%
CCCN1C(=O)C2(C(C(=O)c3ccc(C)o3)=C(O)C(=O)N2CCCN2CCOCC2)c2ccccc21 (centres undefined)
    -5%	1%	1%	-1%	-5%	0%	-10%	4%	1%	0.8%[1.84 µM]	-8%
COc1cc(Nc2nc(SCC#N)nc3ccccc23)cc(OC)c1OC
    8%	-11%	-12%	0%	9%	-1%	10%	0%	-8%	5.8%[57.5 µM]	?
CC1CCN(c2ccc(C(=O)O)cc2N)CC1
    -16%	-7%	16%	-2%	-4%	-2%	-2%	0%	-4%	-0.2%[57.5 µM]	-5%
CCOC(=O)/C=C1\SCC(=O)N1CC(=O)NC1CCCCC1
    6%	9%	9%	9%	-2%	-2%	16%	0%	-1%	0.0%[57.5 µM]	4%
C=CCn1c(SCC(=O)c2cc(C)n(Cc3cccs3)c2C)nnc1-c1ccncc1
    4%	4%	-8%	-14%	0%	3%	-14%	1%	-6%	0.1%[57.5 µM]	4%
CCc1ccccc1NC(=O)C(Cc1cccc(OC)c1OC)c1nn[nH]n1 (centres undefined)
    5%	4%	1%	3%	-1%	0%	7%	2%	-1%	.	24%
CCOC(=O)Cc1csc(NC(=O)CSc2nnc(C(C)C)n2C)n1
    -8%	2%	11%	-4%	-10%	-1%	5%	-1%	1%	0.9%	1%
Cc1ccc(NCc2nnc(SCC(=O)N(Cc3ccccc3)C(C)(C)C)o2)c(C)c1
    -11%	-24%	-9%	2%	-8%	1%	-7%	-2%	-8%	.	?
Cc1ccc(N2CC(C(=O)NCc3ccc4c(c3)OCO4)CC2=O)cc1C (centres undefined)
    -7%	-4%	1%	3%	1%	-3%	13%	2%	-3%	0.0%	-2%
CCN(CC)c1ccc(C(=S)N2CCN(c3ccccc3)CC2)cc1
    -20%	5µM*	32µM*	2%	?	4%	13µM*	0%	-20%	0.2%[57.5 µM]	15%
CCC(=O)c1ccc(OCC(O)CN2C(=O)NC(C)(C)C2=O)cc1 (centres undefined)
    2%	-8%	1%	0%	2%	3%	2%	2%	-4%	0.2%	-2%
Cc1ccc(NS(=O)(=O)c2ccc(NC(=O)C3CCCO3)cc2)cc1 (centres undefined)
    7%	21%	5%	3%	-5%	-1%	10%	0%	-2%	-1.0%	-6%
COc1ccc2nc(SCC(=O)N(C)C3CCCCC3)c(C#N)cc2c1
    -16%	-9%	45%[activator]	0%	-2%	-3%	4%	0%	10%	.	?
CCc1cc(=O)oc2c(C)c(O)c(CN3CCCCC3)cc12
    2%	51%	-10%	1%	4%	-3%	32µM*	0%	1%	-2.8%[57.5 µM]	?
CCCC(=O)Nc1cc(OCC)c(NC(=O)NC2CCCCC2)cc1OCC
    10%	1%	14%	2%	-4%	4%	13%	1%	-2%	-4.3%	?
O=C1OC2(c3ccccc3)C3CCCC2C13
    4%	-3%	13%	-8%	-1%	15%	8%	4%	1%	-2.0%	4%
CCOC(=O)N1CCN(c2c(-c3ccc(C)c(C)c3)c(=O)c2=O)CC1
    ?	1%	5%	1%	-6%	2%	-8%	6%	-1%	3.1%[0.369 µM]	9%
CCOC(=O)C(C#N)C(c1cccnc1)c1c(C)[nH][nH]c1=O (centres undefined)
    2%	-3%	?	-3%	-3%	-1%	5%	0%	-4%	.	-7%
CCOC(=O)N1CCN(C(=O)c2ccc(CN(c3ccccc3)S(C)(=O)=O)cc2)CC1
    8%	-2%	5%	1%	-4%	7%	-3%	0%	-2%	-0.4%[9.22 µM]	-1%
C[C@@H](C(=O)O)c1ccc(C(=O)c2ccccc2)s1
    8%[25.6 µM]	-2%[25.6 µM]	-16%[25.7 µM]	-4%[25.5 µM]	-4%[25.6 µM]	5%[20.5 µM]	-14%[25.6 µM]	-1%[20.6 µM]	-4%[26 µM]	2.8%[20.6 µM]	-3%[17.1 µM]
Cc1cc(C(=O)CSc2nnnn2C)c(C)n1-c1ccc2c(c1)OCCO2
    -17%	?	9%	-5%	1%	3%	-24%	-1%	-14%	-1.1%	?
CSc1nc2cc(S(=O)(=O)N3CCCCC3)ccc2s1
    2%[11.4 µM]	-1%[11.4 µM]	4%[11.5 µM]	2%[11.4 µM]	-6%[11.4 µM]	9%[9.17 µM]	8%[11.4 µM]	2%[9.22 µM]	11%[11 µM]	1.1%[9.22 µM]	-3%[7.6 µM]
CCCC(c1nnnn1CCc1ccccc1)N1CCN(C(=O)c2ccco2)CC1 (centres undefined)
    -9%	-1%	5%	-18%	4%	8%	1%	-2%	-1%	0.0%[57.5 µM]	-9%
CC1(C)CC(=O)C(CC2=C(O)CC(C)(C)CC2=O)=C(O)C1
    7%	4%	4%	-29%	-5%	-1%	-8%	0%	-3%	-1.2%	-5%
O=C(NCCN=C1NS(=O)(=O)c2ccccc21)c1ccc2nccnc2c1
    -5%	-12%	0%	1%	-2%	-1%	0%	0%	2%	.	-2%
Cc1nc2c(C(=O)NCc3ccc4c(c3)OCO4)c[nH]n2c(=O)c1Cl
    -3%	6%	-2%	1%	-3%	-7%	?	0%	-2%	4.7%	-26%
COc1cccc(CNc2nc3nc(C)cc(C)n3n2)c1
    0%	-3%	11%	-2%	-3%	-10%	?	0%	-2%	0.9%	?
Cc1ccc(NCc2nnc(SCC(=O)N3CCCCC3)n2CC2CCCO2)c(C)c1 (centres undefined)
    -8%	-3%	1%	0%	-2%	2%	-4%	-2%	-3%	.	-6%
O=C(NCc1ccc2c(c1)OCO2)c1c[nH]c2ccc(S(=O)(=O)N3CCOCC3)cc2c1=O
    -3%	18%	2%	4%	9%	7%	13µM*	0%	-3%	-0.8%[1.84 µM]	-12%
COc1ccc2cc(C(=O)NC3CCCCC3)c(=O)oc2c1
    3%	-7%	-10%	-2%	3%	17%	?	-3%	-1%	-1.1%	12%
COc1ccc(Cl)cc1NC(=O)CCn1cnc2ccccc2c1=O
    -2%	5%	3%	0%	-2%	11%	-4%	-1%	1%	-0.4%	?
Cc1cc(C)c(C#N)c(N2CCN(Cc3ccc4c(c3)OCO4)CC2)n1
    -10%	35%	12%	2%	6%	-2%	?	-2%	7%	0.0%[57.5 µM]	?
CCc1nc(N)c(C#N)c(-c2ccncc2)c1C
    -10%	3%	?	-1%	-2%	-3%	25µM*	0%	-4%	-0.5%[57.5 µM]	?
CCCC(=O)NCCc1cc2cc(C)c(C)cc2[nH]c1=O
    -1%	-3%	11%	0%	2%	-6%	-18%	6%	8%	4.6%	?
COc1cccc(-c2cncnc2Nc2ccc(F)cc2)c1
    ?	-17%	?	1%[2.29 µM]	-5%	-2%	?	-1%[9.22 µM]	-6%	-0.7%	-4%
